From PubChem
mHTT-CaM PPI inh: mutant huntingtin-calmodulin interaction inhibitors – biochemical, AlphaScreen, primary screen | AID 1671202, 2021 | actives 3.6% (n = 190,000) | inhibition, % at 15 µM | AlphaScreen His-mHTT/GST-CaM binding, luminescence;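 note: 0% = both proteins with DMSO and 100% = one protein alone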
Pf apPOL block: Pf-apPOL inhibitors, biochemical, fluorescence | Recombinant Pf-apPOL, molecular beacon fluorescence, 1.5 h | inhibition, % at 10 µM | actives 0.25% (n = 210,000)
Active calls of the source: *; i = inactive; / = no result given; & = joins results of further samples. Cut-off read from the data, not from the text of the source: active = inhibition above about 50%; inactive = the rest.

Start of the data: the first four records, ahead of the listing:
Molecule,mHTT-CaM PPI inh,Pf apPOL block
CCOc1cccc(CN2CCCC2c2cc(C)on2)c1O (stereo unspecified),8,1
O=C1CCCC(=O)N1CCS(=O)(=O)N1CCN(S(=O)(=O)C2CC2)CC1,-18,1
c1coc(C2=Nc3ccccc3SC(c3ccc4c(c3)OCO4)C2)c1 (stereo unspecified),51*,-4
COc1cccc2cc(C(=O)N3CCN(CCn4cccn4)CC3)oc12,-4,-13

All compounds of this part, repeating the preview:
Molecule,mHTT-CaM PPI inh,Pf apPOL block
CCOc1cccc(CN2CCCC2c2cc(C)on2)c1O (stereo unspecified),8,1
O=C1CCCC(=O)N1CCS(=O)(=O)N1CCN(S(=O)(=O)C2CC2)CC1,-18,1
c1coc(C2=Nc3ccccc3SC(c3ccc4c(c3)OCO4)C2)c1 (stereo unspecified),51*,-4
COc1cccc2cc(C(=O)N3CCN(CCn4cccn4)CC3)oc12,-4,-13
COc1cccc(CNC(=O)C2=C(C)C(=O)OC23CCCCCC3)c1,-7,0
Cc1ccc(SCC(=O)N2CCN(Cc3ccccc3)CC2)cc1,8,-2
COc1ccc(Br)cc1/C=C1\NC(=O)N(CC(=O)Nc2cccc(C)c2)C1=O,9,2
O=C(CCC1CCCN(C(=O)Nc2cccc(F)c2)C1)NCc1cc(F)cc(F)c1 (stereo unspecified),-26,-2
COc1ccc(N2C(=O)C3CCCN3C2c2ccc(OC)c(OC)c2)cc1 (stereo unspecified),2,-5
Cc1ccc(S(=O)(=O)N2CCCC(C)(C(=O)NCc3ccccc3)C2)cc1 (stereo unspecified),1,-2
O=S(=O)(c1ccc2c(c1)OCCO2)N1CCN(c2cc(-n3ccnc3)ncn2)CC1,7,-2
CCN(CC)c1ncnc2sc(C(=O)NCCc3ccc(OC)c(OC)c3)c(C)c12,18,-2
Cn1ncc2c(Nc3ccc(Cl)c(Cl)c3)ncnc21,-18,-6
O=C(Nc1ccc2c(c1)OCO2)c1ccc(Cl)cc1Cl,3,2
O=C(NCC1CC1)C1CCCN(c2nc3ccsc3c(=O)n2Cc2ccc(F)cc2)C1 (stereo unspecified),14,-6
CCc1ccccc1NC(=O)c1oc(=O)c2ccccc2c1-c1ccccc1,-8,-4
Cc1ccc(-c2csc(NC(=O)c3nc4ccccc4s3)n2)o1,-16,0
O=C(COc1ccccc1)N1CCC(Cn2cnc3ccccc32)CC1,-9,-5
CCC(Oc1ccccc1)C(=O)Nc1ccc(Cl)cc1 (stereo unspecified),-22,-1
CC(C)CNC(=O)C1CCc2nc(N3CCN(C(=O)C(C)C)CC3)sc2C1 (stereo unspecified),2,0
COc1cccc(-c2nc3cc(NC(=O)c4ccc(Br)o4)ccc3o2)c1,18,2
COc1ccc(Cl)cc1C(=O)Nc1sc(C)c(C)c1C#N,-3,-4
CC(C)(C)[C@H]1CCN2CCC[C@](c3ccccc3)(C1)C2=O,-13,-2
CC(O)c1cc2c(cc1NC(=O)c1cnn3c1NC(c1ccco1)CC3C(F)(F)F)OCO2 (stereo unspecified),6,-4
COc1ccc(NC(=O)N2CCc3c(nc4cc(-c5ccccc5)[nH]n4c3=O)C2)c(OC)c1,52*,0
O=C(O)c1c[nH]c2ccc(S(=O)(=O)N3CCN(c4ccccc4F)CC3)cc2c1=O,30,-3
CCCN(C)C1CN(Cc2cn(Cc3ccccc3)nn2)S(=O)(=O)C1 (stereo unspecified),-1,-5
COc1ccc(-c2cc3nc4n(c(=O)c3s2)CCCCC4)cc1,-2,-3
CCN(CC)c1ccc(C2SC(NC(C)=O)=NN2C(C)=O)cc1 (stereo unspecified),7,-4
CCCCNC(=O)NNc1cc(N(C)C)c(C#N)c(N(C)C)n1,/,-5
Cc1cccc(C2=NC3(CCN(CC(=O)Nc4ccc(C)c(C)c4)CC3)NC2=O)c1,47,8
CCCNC(=O)C(=O)Nc1ccc(OC)cc1,-2,4

Some of the entries so far, as labelled records.
compound: O=C(O)c1c[nH]c2ccc(S(=O)(=O)N3CCN(c4ccccc4F)CC3)cc2c1=O
  mHTT-CaM PPI inh: 30
  Pf apPOL block: -3

compound: CCCN(C)C1CN(Cc2cn(Cc3ccccc3)nn2)S(=O)(=O)C1 (stereo unspecified)
  mHTT-CaM PPI inh: -1
  Pf apPOL block: -5

(continued)
Molecule,mHTT-CaM PPI inh,Pf apPOL block
CNC(=O)c1cc(Nc2nnc(-c3ccc(C)cc3)c3ccccc23)ccc1OC,72*,0
FC(F)(F)c1ccc2nnc(-c3ccc(Br)cc3)n2c1,11,2
COc1ccc(C2C(C#N)=C(N)Oc3c2sc2ccccc32)cc1[N+](=O)[O-] (stereo unspecified),41,-7
c1ccc(-c2cn3ccsc3n2)cc1,0,-6
C=CCSc1nnc2c(n1)OC(c1ccccc1F)N(C(C)=O)c1ccccc1-2 (stereo unspecified),24,-15
COc1ccc(NC(=O)N2CCc3nc[nH]c3C2)c(OC)c1,13,73*
COc1cccc(C=C2Oc3c(CN4CCN(C)CC4)c(O)cc(C)c3C2=O)c1OC,12,-2
COc1cc(CN2CCc3nc(N4CCOCC4)ncc3C2)cc(OC)c1OC,7,-1
Cc1cc2nc(Nc3nc(C)c(Cc4ccccc4)c(=O)[nH]3)nc(C)c2cc1C,2,-12
COC(=O)N1CCC(c2ccc(OC)cc2)C1 (stereo unspecified),-10,-12
CN(CCCc1nc2ccccc2[nH]1)S(=O)(=O)c1ccc(Cl)cc1,-19,-3
CC(C)C1C(=O)N(Cc2cn(CCC3OCCO3)nn2)CCS(=O)(=O)N1Cc1ccc(-c2ccccc2C(F)(F)F)cc1 (stereo unspecified),44,-5
CC(C)C(=O)Nc1ccc2c(c1)Sc1ncccc1C(=O)N2C,1,5
CC(NC(=O)c1cc(-c2ccc(F)cc2)cn1C)c1ccccn1 (stereo unspecified),5,-9
Cc1ccc(/C=C/NC(=O)c2ccco2)cc1C,77*,-4
O=C(Nc1ccc2c(c1)OCCO2)c1cncc(-c2cccs2)c1,/,7
c1ccc2sc(-c3csc(-c4ccc5c(c4)OCCO5)n3)nc2c1,/,-6
S=c1[nH]nc(-c2ccncc2)n1/N=C/C=C/c1ccco1,i,/
COc1ccccc1NC(=O)Cc1ccccc1,0,29
COc1cccc(N2[C@@H](CC(C)=O)c3cc(C(F)(F)F)ccc3S2(=O)=O)c1,-8,-1
COc1ccc(S(=O)(=O)Nc2ccccn2)cc1OC,0,-5
COc1ccccc1Nc1ncc2c(n1)CCN(Cc1ccc(OC)c(OC)c1)C2,18,-2
COCCC1CCN(C(=O)c2ccccc2F)CC1,-10,0
CC(C(=O)NCCc1ccco1)C1CCN(S(=O)(=O)c2cccs2)CC1 (stereo unspecified),8,-4
CC(C)(C)OC(=O)NCc1ccccc1/C=C/S(=O)(=O)NCc1ccc(F)cc1,-9,12
COCCCNc1c(-c2ccc(O)cc2)nc2sc3ccccc3n12,4,1
Cn1c(=O)c(N2CCN(C(=O)c3ccccc3F)CC2)nc2ccccc21,-5,-2
Cc1cccc(CNC(=O)c2nn(C)c3c2CN(C(=O)CC2CCCC2)CC3)c1,55*,-10
COC(=O)c1sccc1S(=O)(=O)N1c2ccccc2NC(=O)CC1C (stereo unspecified),/,4
CC(=NNc1ncn[nH]1)c1ccc(Cl)c(Cl)c1,/,0
Cn1nc(C(F)(F)F)cc1C(=O)N1CCCC1c1ccc(F)cc1 (stereo unspecified),1,-2
O=C(COc1ccccc1)N1CCN(S(=O)(=O)c2ccc([N+](=O)[O-])cc2)CC1,1,-13
CC1(C(=O)Nc2ccc3c(c2)OC2(CCCCC2)O3)CC1(Cl)Cl (stereo unspecified),16&19,-3&22
CCCn1c2ccccc2c2nnc(SCC(=O)Nc3ccccc3C#N)nc21,0,-3
COCCn1c(C2CCN(S(=O)(=O)c3ccc(C(C)C)cc3)C2)nc2cccnc21 (stereo unspecified),6,-2
O=C(Nc1c(F)cc(F)cc1Br)c1ccccc1F,/,-10
Cc1nc2ccccc2c2nc(NC(=O)c3sc4ccccc4c3Cl)nn12,2&-1,-6&2
Cc1ccc(NC(=O)c2ccc(Cl)c(NC(=O)c3ccc([N+](=O)[O-])cc3)c2)cc1,5,12
OC(COc1ccc(C2C=CCC2)cc1)CN1CCCCC1 (stereo unspecified),18,-8
CCOc1ccc(C(=O)Nc2cccc(Cl)c2Cl)cc1,-16,-12

5 compounds drawn at random from the list so far, as already listed:
Molecule,mHTT-CaM PPI inh,Pf apPOL block
Cc1ccc(NC(=O)c2ccc(Cl)c(NC(=O)c3ccc([N+](=O)[O-])cc3)c2)cc1,5,12
OC(COc1ccc(C2C=CCC2)cc1)CN1CCCCC1 (stereo unspecified),18,-8
CCCn1c2ccccc2c2nnc(SCC(=O)Nc3ccccc3C#N)nc21,0,-3
Cc1nc2ccccc2c2nc(NC(=O)c3sc4ccccc4c3Cl)nn12,2&-1,-6&2
COCCn1c(C2CCN(S(=O)(=O)c3ccc(C(C)C)cc3)C2)nc2cccnc21 (stereo unspecified),6,-2

Continued.
Molecule,mHTT-CaM PPI inh,Pf apPOL block
COc1ccc(CC(=O)Nc2ccc(Nc3ccc(C)nn3)cc2)cc1,0,-12
O=C(C1CC1)N1CCc2cc(Br)cc(S(=O)(=O)NCc3ccc(Cl)cc3)c21,0,-1
CCOc1ccc2c(c1)-c1c(sn(-c3ccc(C(C)C)cc3)c1=S)C(C)(C)N2,76*,/
Clc1ccc2c(SSc3ccnc4cc(Cl)ccc34)ccnc2c1,-5,/
COc1ccc(CN2CCN(c3cc(C)ccc3OC)C(=O)C2C)cc1 (stereo unspecified),22,2
COc1ccc(C(=O)N2CCCC2)cc1OC,-5,-37
COc1ccc(-c2cc(C(F)(F)F)c(C#N)c(SCC(=O)O)n2)cc1,-10,7
CC1=C(C(=O)Nc2cc(C)ccn2)C(c2ccc(F)cc2)C2=C(CC(C)(C)CC2=O)N1 (stereo unspecified),9,-2
Cc1c(Cl)cccc1S(=O)(=O)Nc1ccc(CC(=O)NC(C)(C)CO)cc1,-8,-5
O=C(Nc1ccccc1Cl)c1cc2cc(Br)ccc2oc1=O,1,-4
COc1ccc(NC(=O)OC[C@@H]2CSCCS(=O)(=O)N2)cc1,-7,-7
Cc1ccc(NC(=O)CSc2nnc3c(n2)[nH]c2ccccc23)cc1Cl,53*,3
COc1cc(OC)c(NC(=O)c2nn(-c3ccc(Cl)cc3)c(=O)c3ccccc23)cc1Cl,-2,-2
Cc1cc(C)c2c(=O)[nH]n(C(C)C)c2n1,-4,/
CC(=O)N1CCc2cc(Br)cc(S(=O)(=O)NCC(=O)O)c21,-6,-14
COc1cccc(C2Nc3ccccc3NC3=C2C(=O)CC(c2ccc(C)cc2)C3)c1OC (stereo unspecified),47,4
Cc1ccc(C2C(C#N)=C(N)Oc3c2ccc2cccnc32)cc1 (stereo unspecified),58*,-5
CCOc1ccc2c(c1)C(=O)c1cc(OCC(=O)O)ccc1-2,2,-1
CC1CN(C(=O)Cc2csc(NC(=O)C3CC3)n2)CC(C)O1 (stereo unspecified),-16,-8
O=c1oc2cc3occ(-c4ccc(Br)cc4)c3cc2c2c1CCC2,-7,10
COc1ccc(-c2cn(Cc3cccc(OC)c3)nn2)cc1,-4,-2
Cc1csc(-c2cc3ccc(OC/C=C/c4ccccc4)cc3oc2=O)n1,-17,-11
COc1ccc(C(=O)NCc2ccccc2C)cc1OC,-9,-8
C1CCN(c2nc3nonc3nc2N2CCCC2)C1,-8,/
O=C(Nc1ccccc1Cl)c1ccc2nc(N3C(=O)CCC3=O)sc2c1,2,-4
COc1cccc2cc(C(N)=O)c(=Nc3ccc(C#N)cc3)oc12,-7,2
N#Cc1c(NC(=O)Cn2cc(Br)c([N+](=O)[O-])n2)sc2c1CCC2,3,2
CN(C)CC(C)(C)CN(CCC#N)S(=O)(=O)c1cccc2nsnc12,3,-1
Cc1nonc1NC(=O)Nc1ccncc1,-4,-4
O=C(Nc1ccccc1Br)c1c(O)c2cccc3c2n(c1=O)CCC3,5,-7
CC(C)(C)c1ccc(OCCCn2ccnc2)cc1,12,-2
Cc1c(F)cccc1NC(=O)c1cc2n(n1)CCCC2,-4,2
O=C(Nc1cccc(Br)c1)N1CCc2nc(-c3ccc(F)cc3)ncc2C1,-20,-5
O=C(O)c1cccc2c1NC(c1ccc([N+](=O)[O-])cc1)C1CC=CC21 (stereo unspecified),66*,-5
CC1CCN(C2CC(=O)N(c3ccc(N4C(=O)CC(N5CCC(C)CC5)C4=O)cc3)C2=O)CC1 (stereo unspecified),5,3
COc1cc(N2CN=c3s/c(=C\c4ccco4)c(=O)n3C2)cc(OC)c1OC,21,-10
CN(C)c1nn(CC(=O)Nc2ccc(S(C)(=O)=O)cc2)cc1-c1ccccc1,8,-4
CCn1ncc(CN2CCCC(OCc3nc(C4CC4)no3)C2)c1C (stereo unspecified),-6,0
COc1ccc(C(=O)N2CC(C)OC(C)C2)cc1 (stereo unspecified),-5,-1
COc1ccc(C2C3=C(CCCC3=O)Nc3ncnn32)cc1Br (stereo unspecified),-3,8
O=C(OCc1ccccc1)c1cc2cc([N+](=O)[O-])ccc2oc1=O,3,9
CS(=O)(=O)CC(N)=NOC(=O)c1ncc(C(F)(F)F)cc1Cl,/,-5
CC1=C(C(=O)Nc2ccccc2)C(c2ccccc2)n2ncnc2N1 (stereo unspecified),19,-3
COc1ccc(CCNC(=O)NN=c2cc(C)c3cc4c(cc3o2)OC2(CCCCC2)CC4)cc1,6,6
CN=C1c2cc3c(Br)c(OC)ccc3n2CCN1C,1,0
O=C(Nc1ccccc1C(=O)Nc1ccc([N+](=O)[O-])cc1)c1ccccc1,17,-19

These rows are one share of the data, so the mix of outcomes need not match the whole.
